# RNase H inhibition – RNase H inhibition, HIV 1 Gag Pol polyprotein, FRET biochemical assay, screening (AID 372); HIV-1 RT RNase H, FRET RNA/DNA substrate fluorescence; higher % means a stronger effect; inhibition, % at 10 µM; hits with a dose series show IC50 in µM; 0.77% of 100,000 active; in the data active = inhibition above about 50%
# An asterisk follows results filed as active.
# Sample of the layout, 3 compounds:
SMILES,RNase H inhibition
c1ccc2cc(OCCCCN3CCCC3)ccc2c1,5%
O=C(O)c1cn(C2CC2)c2cc(N3CCNCC3)c(F)cc2c1=O,0%
O=C(Nc1ccc(F)cc1)c1cccc(Cl)c1Cl,14%

# The list itself, from the start:
SMILES,RNase H inhibition
c1ccc2cc(OCCCCN3CCCC3)ccc2c1,5%
O=C(O)c1cn(C2CC2)c2cc(N3CCNCC3)c(F)cc2c1=O,0%
O=C(Nc1ccc(F)cc1)c1cccc(Cl)c1Cl,14%
O=C(/C=C/c1ccc(Cl)cc1)Nc1ccc(N2CCOCC2)cc1,15%
C#CCOC(=O)c1ccc(S(=O)(=O)N2CCOCC2)cc1,11%
CCCCCCOc1ccc(N2C(=O)CC(N3CCN(c4ccccn4)CC3)C2=O)cc1 (stereo not drawn),15%
CC(=O)N=CC1=C(O)c2ccccc2C1=O,0%
c1ccc2sc(SCCCN3CCCCC3)nc2c1,16%
FC(F)(F)c1cccc(NC(=S)NCc2ccccc2)c1,20%
COc1ccc(OCCOCCOc2cccc(C)c2)cc1,7%
Cc1cccc(OCC(=O)Nc2ccccc2CO)c1,16%
CCCCOC(=O)Nc1ccc(Cl)cc1,8%
O=C(NC(=S)Nc1ccc(-c2nc3ccccc3o2)c(O)c1)c1ccc(-c2ccccc2)cc1,15%
O=C(c1ccccc1)c1cc2c(cc1Cl)OCCO2,4%
CC(=O)Nc1ccc(N2C(=O)c3ccc(C(=O)OCC(=O)c4ccc(Br)cc4)cc3C2=O)cc1,6%
O=C(N/N=C/c1ccccn1)c1ccccc1,3%
CN(C)c1ccc(/C=C/c2cc[n+](C)cc2)cc1,22%
Cc1cc(Nc2cccc(Br)c2)c2cccc(C)c2n1,10%
CCOc1cc(C2C(C(=O)OC(C)CC)=C(C)NC3=C2C(=O)CC(c2ccc(Cl)cc2)C3)ccc1OC(C)=O (stereo not drawn),6%
Cc1ccc(CNC(=O)C(=O)NCC2CCCO2)cc1 (stereo not drawn),9%
Cc1ccccc1N1CCN(C(=S)c2ccc(Cl)cc2)CC1,20%
CC1=NN(c2cccc(C(=O)O)c2)C(=O)/C1=C\c1ccc(-c2ccc(Cl)c(C(=O)O)c2)o1,19%
COc1ccc(C2C(C(=O)OCC3CCCO3)=C(C)NC3=C2C(=O)CCC3)cc1OCc1ccccc1 (stereo not drawn),4%
CC(C)N(C(=O)c1ccc(C(=O)NCc2ccc(S(N)(=O)=O)cc2)cc1)C(C)C,0%

# Part of the list above in another layout.
> CN(C)c1ccc(/C=C/c2cc[n+](C)cc2)cc1
- RNase H inhibition: 22%

> CCCCCCOc1ccc(N2C(=O)CC(N3CCN(c4ccccn4)CC3)C2=O)cc1 (stereo not drawn)
- RNase H inhibition: 15%

> Cc1ccccc1N1CCN(C(=S)c2ccc(Cl)cc2)CC1
- RNase H inhibition: 20%

> FC(F)(F)c1cccc(NC(=S)NCc2ccccc2)c1
- RNase H inhibition: 20%

# (cont.)
SMILES,RNase H inhibition
Cc1cc2nc(-c3ccc(C)c(NC(=O)c4cc(Br)ccc4Cl)c3)oc2cc1C,25%
CCCCSCCSc1nnc2n(N)cnn12,0%
Brc1cc2c(cc1/C=N/Nc1nc(N3CCOCC3)nc(N3CCOCC3)n1)OCO2,16%
COc1ccccc1CNC(=O)C(=O)NCC1CCCO1 (stereo not drawn),4%
Nc1n[nH]c(N)c1N=Nc1ccc(F)cc1,5%
CCCNCC(=O)NC12CC3CC(CC(C3)C1)C2,5%
CCOc1ccccc1C1C(C(=O)OC)=CNC=C1C(=O)OC,6%
O=C(CCC(=O)N/N=C/c1ccc([N+](=O)[O-])cc1)N/N=C\c1ccc([N+](=O)[O-])cc1,6%
COc1cc(C=O)ccc1OC(=O)c1cccc([N+](=O)[O-])c1,13%
Cc1ccc(S(=O)(=O)N(CC(=O)NCCSCc2ccccc2)c2cccc(Cl)c2)cc1,27%
O=C(CN1CCOCC1)NCC12CC3CC(CC(C3)C1)C2,7%
COc1ccc(N/C=C(\C#N)C(N)=O)cc1,0%
CC(SCc1ccccc1)C(=O)Nc1cccc(Br)c1 (stereo not drawn),14%
COC(=O)C1=NN(C(=O)OC(C)(C)C)C(O)(C(C)(C)C)C1 (stereo not drawn),11%
O=C(NC(=S)Nc1cc([N+](=O)[O-])ccc1F)c1cc(I)ccc1Cl,6%
O=C(c1ccccc1F)N1CCN(c2ccc([N+](=O)[O-])c(NCc3ccco3)c2)CC1,18%
COc1ccc(-n2c(-c3ccc(F)cc3)nc(=S)c3c2CCCC3)cc1,25%
CC(C)NC(=O)c1ccc(Cl)c([N+](=O)[O-])c1,0%
Cc1cccc(C(C)C)c1NC(=O)Nc1cccc(Cl)c1,24%
CCC(=O)Nc1cccc(NC(=S)NC(=O)c2cc(I)ccc2Cl)c1,22%
CCOc1ccccc1C=Nc1ccccc1C(=O)Nc1ccccc1,5%
Cc1ccc(/C=C2\SC(=S)N(CCc3ccccc3)C2=O)cc1,3%
CC(=O)Nc1ccc(NC2=CC(=O)CC(C)(C)C2)cc1,1%
C=CCc1ccccc1OCCn1cc(/C=C2/SC(=S)N(C)C2=O)c2ccccc21,21%

# A different layout for three compounds above.
Structure | RNase H inhibition
O=C(NC(=S)Nc1cc([N+](=O)[O-])ccc1F)c1cc(I)ccc1Cl | 6%
O=C(c1ccccc1F)N1CCN(c2ccc([N+](=O)[O-])c(NCc3ccco3)c2)CC1 | 18%
COc1ccc(-n2c(-c3ccc(F)cc3)nc(=S)c3c2CCCC3)cc1 | 25%

# Additional structures follow:
SMILES,RNase H inhibition
CCN(CC)c1ccc(C=NN2CCN(c3ccccn3)CC2)c(O)c1,4%
Cc1cccn2c(=O)c(C=O)c(N3CCC(C)CC3)nc12,4%
CCOC(=O)C1=C(CC)OC(N)=C(C#N)C1c1ccccc1OC (stereo not drawn),38%
Cc1c(NC(=O)c2cc(I)ccc2Cl)cccc1-c1nc2ccccc2s1,7%
COc1ccccc1-c1c(C)[nH]n2c(=O)cc(C)nc12,0%
O=C(Nc1ccc(Br)cc1)C1C(c2ccccc2)=C1c1ccccc1,41%
O=C(NC(=S)Nc1cccc(NC(=O)c2ccco2)c1)c1cccc(I)c1,18%
O=C(Nc1ccccc1)Nc1nnc(-c2ccccc2F)s1,11%
O=C1C(Cl)=C(Nc2ccccc2F)C(=O)N1c1ccc(Cl)cc1,0%
COc1ccc(C2/C(=C(/O)c3ccccc3)C(=O)C(=O)N2c2ccccc2)cc1 (stereo not drawn),13%
N#C/C(=C\c1ccc(Cl)cc1Cl)c1nc(-c2ccc(Cl)cc2)cs1,4%
CCCCOC(=O)c1ccc(Nc2ccc([N+](=O)[O-])c3nonc23)cc1,11%
CC(C)(C#N)NCCCCCCNC(C)(C)C#N,4%
O=C1C(N2CCOCC2)=C/C(=N\S(=O)(=O)c2ccc(Cl)cc2)c2ccccc21,61%*
COc1ccc(C(=O)CSc2n[nH]c(-c3ccco3)n2)cc1C,10%
COc1ccc(OC)c(N=Cc2c(O)n(-c3cc(OC)ccc3OC)c(=O)[nH]c2=O)c1,11%
O=C(O)CCCCCN1C(=O)C(=O)/C(=C(/O)c2ccccc2)C1c1cccc([N+](=O)[O-])c1 (stereo not drawn),10%
CCOC(=O)c1cn(CC)c2cc(Cl)c(-c3ccco3)c(Cl)c2c1=O,1%
Cc1nc(NC(=O)c2ccc(Cl)cc2[N+](=O)[O-])sc1C,2%
O=C(Nc1nn[nH]n1)c1ccccc1O,0%
N#C/C(=C/C=C/c1ccccc1)c1nc(-c2ccc(F)cc2)cs1,0%
CCOC(=O)c1c(NC(=O)c2c(OC)cccc2OC)sc(C)c1C,19%
CC(C)C(NC(=O)CN(c1ccc(Br)cc1)S(=O)(=O)c1ccccc1)C(C)C,15%
O=C(N/N=C/c1cc(O)ccc1[N+](=O)[O-])c1ccccn1,10%
CCOC(=O)C1=C(O)/C(=C/c2ccc(N(C)C)cc2)SC1=Nc1cccc(Cl)c1,20%
CC1(C)Cc2ccccc2/C(=C(\Cc2ccccc2)C(N)=O)N1,18%
COc1cc(/C=N\n2nnnc2N)ccc1OCc1ccc(C)cc1,3%
Cc1cccc(C(C)C)c1NC(=O)c1ccccc1Br,0%
CCc1ccc(N2CC(C(=O)Nc3cccc(C)c3C)CC2=O)cc1 (stereo not drawn),0%
O=C1C2C(C(=O)N1c1ccc(Br)cc1)N1CCCN1C2c1cccc([N+](=O)[O-])c1 (stereo not drawn),0%
COc1cc(C2NCC(c3ccc([N+](=O)[O-])cc3)O2)ccc1O (stereo not drawn),9%
O=C1C2C3C=CC(C3)C2C(=O)N1c1cc([N+](=O)[O-])ccc1O (stereo not drawn),4%
CCOc1ccc(OCCOCCOc2cc(C)c(Cl)c(C)c2)cc1,13%
C/C(=C\C(=S)Nc1ccccc1)Nc1ccc(Cl)cc1,7%
COc1cc(NC(=O)c2nn3c(C(F)(F)F)cc(-c4ccccc4)nc3c2Cl)c(OC)cc1Cl,7%
O=C(Nc1ccc(NC(=O)c2cccc(Br)c2)cc1)c1ccc([N+](=O)[O-])cc1,14%
COc1cc(OC)c(-c2nc(-c3ccccc3)c(-c3ccc([N+](=O)[O-])cc3)[nH]2)cc1OC,11%
CCOC(=O)/C=C(\C)N1N=C2c3cc(OC)ccc3CCC2C1c1ccc(N(C)C)cc1 (stereo not drawn),16%
NS(=O)(=O)c1ccc(N=Cc2c(O)ccc3ccccc23)cc1,33%
Cc1cccc(N=Cc2cc(Br)cc(Br)c2O)c1,0%
COc1cc(/C=N/n2nnnc2N)cc(OC)c1OC,0%
CCOC(=O)c1c(-c2ccc(Cl)cc2)csc1NC(=O)C1CC=CCC1C(=O)O (stereo not drawn),8%
COc1cc(OC)c(OC)cc1/C=C1\C(=O)NC(=O)N(c2ccccc2C)C1=O,0%
O=C(NNC(=O)c1cc([N+](=O)[O-])cc([N+](=O)[O-])c1Br)Nc1ccccc1,3%
COc1ccc(OC)c(/C=C/C(=O)c2ccc(OC)c(OC)c2)c1,14%
CCOc1cc(/C=C2/NC(=S)NC2=O)ccc1OCc1ccc(Cl)cc1,6%
COc1ccc(OC)c(C2C(C(=O)OCCc3ccccc3)=C(C)NC3=C2C(=O)CCC3)c1 (stereo not drawn),4%
Clc1cnc2nc(-c3cccnc3)[nH]c2c1,8%
Cc1cccc(C(=O)NC(=S)Nc2cccc(NC(=O)c3ccccc3Cl)c2)c1,11%
CCOc1cc(/C=C2\SC(=S)N(C)C2=O)cc(Br)c1O,19%
CCOc1ccccc1N1CCN(C(=O)Nc2ccc(Cl)c(Cl)c2)CC1,7%
CCOC(=O)C1=C(C)NC(=O)NC1c1ccc(-c2ccccc2)cc1 (stereo not drawn),5%
Cc1ccccc1N=Cc1cc([N+](=O)[O-])ccc1Cl,14%
O=C(NC(=S)Nc1ccc2oc(-c3ccncc3)nc2c1)c1ccccc1[N+](=O)[O-],22%
CCN(CC)S(=O)(=O)c1ccc2c(c1)C(=Cc1ccccc1)c1cc(S(=O)(=O)N(CC)CC)ccc1-2,22%
C/C(=N\NC(=O)c1cc(C2CC2)[nH]n1)c1ccc(C)cc1,8%
Cc1cccc(C(=O)NC(=S)Nc2ccc3oc(-c4ccccc4Cl)nc3c2)c1,19%
CCCCOC(=O)C1=C(C)NC(=O)NC1c1ccc(F)cc1 (stereo not drawn),21%
CCOc1ccc(-c2cnc(N)nc2N)cc1,5%
COc1ccc(CN2CCN(Cc3ccc(OC)c(OC)c3)CC2)c(OC)c1,0%

# The closing five compounds of the section above lead into the next:
SMILES,RNase H inhibition
C/C(=N\NC(=O)c1cc(C2CC2)[nH]n1)c1ccc(C)cc1,8%
Cc1cccc(C(=O)NC(=S)Nc2ccc3oc(-c4ccccc4Cl)nc3c2)c1,19%
CCCCOC(=O)C1=C(C)NC(=O)NC1c1ccc(F)cc1 (stereo not drawn),21%
CCOc1ccc(-c2cnc(N)nc2N)cc1,5%
COc1ccc(CN2CCN(Cc3ccc(OC)c(OC)c3)CC2)c(OC)c1,0%
C=CCn1c(NC(=O)C2(c3ccc(F)cc3)CCCC2)c(C(=O)OCC)sc1=S,5%
COc1ccc(OCC(=O)Nc2ccc3oc(-c4cccc(I)c4)nc3c2)cc1,53%*
N/C(=N\OC(=O)c1ccco1)c1cccc([N+](=O)[O-])c1,11%
COC(=O)c1cc(NC(=O)COc2ccc(Br)cc2)cc(C(=O)OC)c1,16%
C=CCOc1ccc(Br)cc1/C=N/NS(=O)(=O)c1ccc(C)cc1,4%
Cc1ccc(C)c(/C=C2\N=C(c3ccc(Br)cc3)OC2=O)c1,21%
COc1ccc(COC(=O)C2=C(C)NC3=C(C(=O)CC(C)(C)C3)C2c2ccc(OC)cc2)cc1 (stereo not drawn),6%
O=C(Nc1ccc(NC(=O)c2ccc(Br)cc2)cc1)c1ccc(Cl)cc1,18%
Cc1ccc(OCCCCCCN2CCCCC2)c(C)c1,11%
Cc1cc(OCC(=O)N2CCCCCC2)cc(C)c1Cl,19%
Cc1cccc(N2C(=O)/C(=C/c3ccc(Br)cc3)SC2=S)c1,24%
COc1ccc(CNC(=O)C(=O)NCc2ccc(C)cc2)cc1,3%
O=C(NCCN1CCOCC1)c1cc2nc(-c3ccc([N+](=O)[O-])cc3)cc(C(F)(F)F)n2n1,9%
O=c1oc2c([N+](=O)[O-])cccc2cc1-c1nc(-c2ccc(Cl)c(Cl)c2)cs1,0%
CCOC(=O)CN1C(=O)/C(=C2\SC(=S)N(c3ccccc3)C2=O)c2ccccc21,5%
Cc1ccccc1CN1CCN(S(=O)(=O)c2ccc(Cl)cc2)CC1,3%
O=C1NC(=O)N(c2ccc3c(c2)OCO3)C(=O)/C1=C/c1ccc(Br)cc1,17%

# Some of the compounds tested; rates above refer to the full screens.
